Compound activity as filed in PubChem.
ERK EGF inh: qHTS Assay for Inhibitors of the ERK Signaling Pathway using a Homogeneous Screening Assay; Stimulation with EGF. 130,000 tested, 0.41% active. HEK293-V1b, EGF-stimulated phospho-ERK AlphaScreen. Potency, µM (top dose mostly 11.5 µM), inactives show at the top dose activity change, negative = inhibition, most hits filed as inhibitors; active means well fitted inhibition curve with a large enough effect; inconclusive means small, poorly fitted or top-dose-only effect, or effect the other way;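 further: plate controls were stimulated vehicle wells for no effect and unstimulated vehicle basal for full effect; nearly all actives have a fitted effect of over 55% in size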
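Phospho-ERK1/2 measured by AlphaScreen (SureFire) after 5 min 25 nM EGF stimulation of V1b-expressing HEK293 cells preincubated 30 min at 37C with titrated compounds; data scaled to DMSO and EGF controls, Hill-fitted AC50.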
* hit, by the source's call; ? = inconclusive; & = joins results of further samples; [ ] = another dose, or the depositor's remark. Potency means the concentration at half of the fitted maximal effect.

SMILES	ERK EGF inh
COc1ccccc1NC(=O)CCSCCC(=O)Nc1ccccc1OC	7%
CC(=O)N(C(C)=O)c1c(N2CCCC2)c2ccccc2oc1=O	-3%
CCNS(=O)(=O)c1ccc(NC(=S)NCC2CCCO2)cc1 (stereo not given)	4%
CCOC(=O)C1=C(CC)OC(N)=C(C#N)C1c1ccc(OC)c(C)c1OC (stereo not given)	-1%
COc1ccc(CCNC(=O)CSc2nc(N)cc(=O)[nH]2)cc1OC	8%
CCC(=O)Nc1ccc(Cl)c(NC(=S)NC(=O)c2cc3ccccc3o2)c1	7%
Cc1ccc(Nc2c([N+](=O)[O-])c(=O)oc3ccccc23)cc1C	-3%
CCc1c(C(=O)Nc2ncn(Cc3cccc(C)c3)n2)csc1C	12%
COCCCNC(=S)N/N=C/c1ccc(O)cc1O	2%[57.5 µM]
COc1cc2nc(COc3ccccc3[N+](=O)[O-])oc(=O)c2cc1OC	-7%
O=C(COc1ccc(F)cc1)N1CCC(c2ccccc2)C1 (stereo not given)	2%
COc1cc(Cl)nn(-c2ccccc2)c1=O	-4%
Cc1ccc(OCCCCNC(C)(C)C)c([N+](=O)[O-])c1	1%
CC(C)(C)Nc1nc(Oc2ccc(=O)[nH]n2)nc(N2CCOCC2)n1	-1%
CN1C(=O)C(CC(=O)Nc2ccc(F)cc2)N(Cc2cccs2)C1=S (stereo not given)	-13%[57.5 µM]
CCSc1nnc(NC(=O)COc2ccccc2[N+](=O)[O-])s1	-1%
CCCNC(=O)Cn1c(=O)/c(=C\c2ccc(-c3ccc([N+](=O)[O-])cc3)o2)s/c1=C\C(=O)C(C)(C)C	-8%
N#Cc1ccccc1Sc1ccccc1C(=O)Nc1ccc2ccccc2c1	-16%
COc1ccc(C(=O)N2CCC[C@@]3(CCN(Cc4cc(C(F)(F)F)cc(C(F)(F)F)c4)C3)C2)cc1	2%
O=C(NCc1cccnc1)c1cccn1-c1ncc(C(F)(F)F)cc1Cl	-8%
Cc1cc(C)c2ccc(Cl)cc2n1	5%[57.5 µM]
CCCCC(Sc1nc(N)c(NC(=O)c2ccc(OCC)cc2)c(=O)[nH]1)C(=O)O (stereo not given)	-5%
CS(=O)(=O)Nc1cccc(S(=O)(=O)N2CCN(C(=O)c3ccccc3)CC2)c1	15%[57.5 µM]
CS(=O)(=O)Nc1ccccc1C(=O)Nc1ccccc1Cl	-3%
CCOC(=O)CNC(=O)CSc1nnc(Cn2c(=O)sc3ccccc32)n1C	6%
O=c1c2cnn(-c3ccccc3)c2ncn1Cc1ccccc1	-7%
CCC(C)NC(=O)Cn1c(=O)n(-c2ccc(OC)cc2)c(=O)c2ccc(C(=O)NCc3ccc(C)cc3)cc21 (stereo not given)	3%[57.5 µM]
Cc1ccccc1C(=O)NC(=S)Nc1ccc(Cc2ccncc2)cc1	4%
CC(=O)Nc1c(C(=O)N2CCCCCC2)cnn1-c1ccccc1Cl	1%
CC(C)(C)C(=O)Nc1ccc(S(=O)(=O)Nc2ccccn2)cc1	-5%
CCS(=O)(=O)N1Cc2ccccc2CC1C(=O)Nc1cccc(C)c1 (stereo not given)	22%
CC1CC(C)CN(S(=O)(=O)c2ccc(C(=O)NN3CCOCC3)cc2)C1 (stereo not given)	-3%
CCOC(=O)N1CCN(C(=O)c2cccc(NS(=O)(=O)c3ccc(F)c(F)c3)c2)CC1	-2%
Fc1ccccc1NC(=S)N(CCN1CCCCCC1)Cc1cccs1	7%
CC(=O)c1ccc(OC(=O)CCc2nc3ccccc3s2)cc1	5%
C#CCn1c(=O)cc(C)c2ccccc21	-13%
CCS(=O)(=O)N1CCN(S(=O)(=O)c2ccc(F)cc2)CC1	0%
Cc1ccc(NC(=O)N2CCCC2)cc1Cl	4%
COc1ccc(CCNC(=O)CCc2ccc(S(=O)(=O)NC(C)C)cc2)cc1OC	4%
c1cncc(CSc2nnc3ccc(-c4ccncc4)nn23)c1	40%
CC1=CC2=NC(=O)/C(=C/c3coc4ccc(Cl)cc4c3=O)C(=N)N2O1	3%[57.5 µM]
O=C(O)CSc1nc2c(cnn2-c2ccccc2)c(=O)n1-c1ccc(Br)cc1	-5%
Cc1ccc(S(=O)(=O)Nc2ccc(NC(=O)Nc3cccc(C(F)(F)F)c3)cc2)cc1	7%
NCCCC[C@@H]1NC(=O)c2cc([N+](=O)[O-])cc(F)c2NCCCC[C@@H](C(N)=O)NC(=O)CNC1=O	-7%
CCOc1ccc(OCC)c(NC(=O)Cn2c(C)nc3ccccc3c2=O)c1	0%
CC(C)=CCC1=C(O)c2ccccc2C(=O)C1=O	-8%&7%
O=[N+]([O-])c1ccc2[nH]nc(-c3ccccc3)c2c1	-5%
CC(O)c1nc2ccc(C(=O)O)cc2[nH]1 (stereo not given)	-3%[57.5 µM]
CCOc1cccc(OCCCOc2cccc3cccnc23)c1	0%
O=C(CNC(=O)c1ccccc1)N/N=C/c1cccs1	-17%
Cc1ccccc1NC(=S)Nc1ccccn1	7%[57.5 µM]
COc1ccc(-c2c(C)nn3c(-c4ccccc4)cc(C)nc23)cc1	?
CCN(CC)S(=O)(=O)c1ccc(Cl)c(C(=O)NC(C)C(c2cccs2)N2CCCC2)c1 (stereo not given)	-9%
S=c1cnc2ccccc2[nH]1	6%
CCCNC(=O)CN(c1ccccc1)S(=O)(=O)c1ccc(OC)c(OC)c1	-1%
CC(=O)c1c(C)nn(C(C)CC(=O)O)c1C (stereo not given)	7%
Cc1ccc(S(=O)(=O)N(C)C)cc1NC(=O)COC(=O)/C=C/c1cnc2ccccc2n1	-7%
COc1ccc(C)cc1S(=O)(=O)N(CC(=O)Nc1cccc([N+](=O)[O-])c1)c1ccc(C)c(C)c1	-1%
NS(=O)(=O)c1ccc(N=C2C(=O)Nc3ccccc32)cc1	6%[57.5 µM]
CC(=O)Nc1ccc(NC(=O)C(C)Oc2ccc(Cl)cc2Cl)cc1 (stereo not given)	-1%

Random excerpt: 6 records from the list.
SMILES	ERK EGF inh
CC(=O)Nc1ccc(NC(=O)C(C)Oc2ccc(Cl)cc2Cl)cc1 (stereo not given)	-1%
O=C(CNC(=O)c1ccccc1)N/N=C/c1cccs1	-17%
CC(O)c1nc2ccc(C(=O)O)cc2[nH]1 (stereo not given)	-3%[57.5 µM]
Cc1ccc(S(=O)(=O)N(C)C)cc1NC(=O)COC(=O)/C=C/c1cnc2ccccc2n1	-7%
NS(=O)(=O)c1ccc(N=C2C(=O)Nc3ccccc32)cc1	6%[57.5 µM]
Cc1ccccc1NC(=S)Nc1ccccn1	7%[57.5 µM]

Some of these compounds in order of the ERK EGF inh value, largest number first:
Structure	ERK EGF inh
Cc1ccc(S(=O)(=O)Nc2ccc(NC(=O)Nc3cccc(C(F)(F)F)c3)cc2)cc1	7%
NCCCC[C@@H]1NC(=O)c2cc([N+](=O)[O-])cc(F)c2NCCCC[C@@H](C(N)=O)NC(=O)CNC1=O	-7%
CCN(CC)S(=O)(=O)c1ccc(Cl)c(C(=O)NC(C)C(c2cccs2)N2CCCC2)c1 (stereo not given)	-9%

(more compounds)
SMILES	ERK EGF inh
CCOC(=O)/C(=N/O)C1=NC(C)(C)Cc2cc(C)c(C)cc21	-7%
COc1ccccc1C/C(N)=N/OC(=O)/C=C/c1ccccc1	-7%
O=C(CC1Sc2ccccc2NC1=O)Nc1ccccc1[N+](=O)[O-] (stereo not given)	4%
c1ccc(CCNc2nc(-c3ccccn3)cs2)cc1	-6%
Cc1cc2oc(C(=O)Nc3c(C)n(C)n(-c4ccccc4)c3=O)c(C)c2cc1C	5%
CCOC(=O)/C(=N/Nc1ccc(OC)cc1)N1CCCc2ccccc21	?
CC1CCCCN1C(=O)CSc1nc2ccccc2[nH]1 (stereo not given)	-3%
O=[N+]([O-])c1cccc(C(=Nc2ccccc2)NO)c1	3%
Cc1c(/C(O)=C2/C(=O)C(=O)N(CCN(C)C)C2c2ccc(C(C)C)cc2)cnn1-c1ccccc1 (stereo not given)	-5%[57.5 µM]
Cc1ccc(NC(=O)COC(=O)C2CC2(Cl)Cl)cc1C (stereo not given)	7%
COc1cc(NC(=O)c2cc(C)on2)cc(C(=O)Nc2cccc(C(F)(F)F)c2)c1	0%[57.5 µM]
Cc1ccc(C(=O)/C=C/c2ccc(-c3ccc(C)cc3)o2)cc1	-1%
COc1ccc(/C=c2/sc3nc(-c4ccccc4)c(-c4ccccc4)n3c2=O)cc1	-4%
CCc1cccc(C)c1NC(=S)NCC1CCN(c2ccc(OC)cc2)C1 (stereo not given)	10µM*
C/C(=N\NC(=O)Cn1c(C)nc2ccccc21)c1cccs1	10%
O=C(CN1CCOCC1)Nc1c(Cl)cc(Cl)cc1Cl	2%
O=C(CCl)NN=C(c1ccccc1)c1ccccc1	-7%
COc1ccc(Br)cc1CN(C)C(=O)c1ccc2c(c1)NC(=O)C(C)S2 (stereo not given)	4%
CCc1cccc2nc3c(c([Si](CC)(CC)CC)c12)Cn1c-3cccc1=O	?
Cc1oc(-c2ccc(F)cc2)nc1CN(Cc1ccccn1)CC1CCCO1 (stereo not given)	10%
FC(F)Sc1ccc(NC(=S)NCc2ccccc2)cc1	3%
CC1CN(C(=O)COC(=O)c2ccc(N)c([N+](=O)[O-])c2)CC(C)O1 (stereo not given)	5%
COc1ccc(S(=O)(=O)Nc2cccc(C(C)=O)c2)cc1Br	-14%
CCN(CC)C(=S)SCC(=O)Nc1ccc(S(N)(=O)=O)cc1	12%
C#CCNC(=O)C1=C[C@@H](C2CC2)C[C@@H](OCc2ccc(CO)cc2)O1	-6%[57.5 µM]
CCCOC(=O)C1=C(C)NC2=C(C(=O)CC(C)(C)C2)C1c1cccnc1 (stereo not given)	6%
O=C(C1=C[C@H](c2ccc3c(c2)OCO3)C[C@H](OCc2ccc(CO)cc2)O1)N1CCOCC1	-10%[57.5 µM]
Cc1nc(NC(=O)c2ccccc2[N+](=O)[O-])sc1C(=O)N(C)C	23%
CC(C)C(c1nnnn1Cc1ccc2c(c1)OCO2)N1CCN(C)CC1 (stereo not given)	4%
O=c1[nH]c(Nc2ccc3c(c2)OCCO3)nnc1Cc1ccccc1	-7%
Cc1nc(C(=O)NCC(=O)c2ccc(Cl)cc2)c(C(F)(F)F)o1	15%[57.5 µM]
Cc1cccc2c(N)c3c(nc12)CCCC3 (tested in a mixture with another compound)	-3%
CCN(C(=O)CSc1cc(C)c2ccccc2n1)c1c(N)n(Cc2ccccc2)c(=O)[nH]c1=O	2%
CCN(CC)CC#CCC(O)(c1ccccc1)C1CCCCC1 (stereo not given)	1%
CCn1ccnc1CN1CCc2c([nH]c3ccccc23)C1C1CCCCC1 (stereo not given)	?
Cn1c2c(c(=O)[nH]c1=O)C(c1cccc(O)c1)C1=C(N2)c2ccccc2C1=O (stereo not given)	3%
Cc1nn(CC2CC2)c(=O)n1-c1ccc(Cl)cc1	-5%
O=C1C(=O)N(Cc2ccc(Cl)c(Cl)c2)c2ccccc21	-3%
O=[N+]([O-])c1ccccc1Oc1ccccc1Cl	3%
Oc1ccc(/C=N/NC(=S)NCCN2CCOCC2)c(O)c1	5%

Some of the entries above in a different format:
CC(C)C(c1nnnn1Cc1ccc2c(c1)OCO2)N1CCN(C)CC1 (stereo not given)
  ERK EGF inh = 4%

CCN(CC)C(=S)SCC(=O)Nc1ccc(S(N)(=O)=O)cc1
  ERK EGF inh = 12%

FC(F)Sc1ccc(NC(=S)NCc2ccccc2)cc1
  ERK EGF inh = 3%

CCN(CC)CC#CCC(O)(c1ccccc1)C1CCCCC1 (stereo not given)
  ERK EGF inh = 1%

Remaining list, next part.
SMILES	ERK EGF inh
C/C(=N\O)c1ccc(Cl)cc1Cl	9%[57.5 µM]
O=C(Nc1ccc2c(c1)OCO2)N1CCC(CO)(CC2CCCCO2)CC1 (stereo not given)	-7%
Cc1nc(CS(=O)(=O)c2ccccn2)sc1C(=O)NNC(=O)c1ccc(Cl)cc1	-10%[57.5 µM]
O=C(c1ccc(F)cc1)N(NC(=O)C(O)(c1ccccc1)c1ccccc1)c1ccccc1	3%
Cc1cc(NC(=O)Cc2ccccc2)no1	6%
Cc1ccc(S(=O)(=O)N/N=C/c2ccc(O)c(O)c2)cc1[N+](=O)[O-]	1%
O=S(=O)(c1cccs1)N1CCN(c2ccccn2)CC1	7%
Cc1cc(C(=O)Nc2ncn[nH]2)ccc1[N+](=O)[O-]	4%
O=C(NNS(=O)(=O)c1ccccc1)c1cccs1	1%
COc1cc(/C=N/NC(=S)Nc2cccnc2)cc(OC)c1O	-4%
O=C(Nc1cccc(F)c1)c1ccc(S(=O)(=O)N2CCCC2)cc1	2%
CC(=O)c1ccc(NC(=O)CO/N=C(\C)c2cccs2)cc1	-2%
O=C(C1CCCCC1)N1CC(=O)N2CCc3ccccc3[C@@H]2C1	6%[25.7 µM]
COc1cccc(OC)c1C(=O)NC1C(=O)N2C1SC(C)(C)C2C(=O)O (stereo not given)	18%
O=C(Cc1ccc(Cl)cc1)Nc1cccc(S(=O)(=O)Nc2ccccc2F)c1	-2%
Cc1ccccc1OCCSc1nnc(-c2cccnc2)n1N	-6%
NC(=O)NCc1cccnc1	-8%[57.5 µM]
CCC(C)c1ccc(OCC(=O)Nc2ccc3[nH]c(=O)[nH]c3c2)cc1 (stereo not given)	4%
Cc1cc(C)c2c(=O)n(CC(=O)NC3CCCC3)sc2n1	-7%[57.5 µM]
COc1ccc2[nH]c3c(=O)n(CCN4CCOCC4)cnc3c2c1	0%[57.5 µM]

This is a subset, so the mix of outcomes need not match the whole.
